A549 viability = kills or reduces viability of A549 cells in Nrf2 counter-screen | A549 ARE-Fluc cells, CellTiter-Fluor viability, 18-24 h | Potency, µM (series often up to 46 µM), for inactives: at the highest dose activity change, negative = cytotoxicity, usual class: inhibitors | 0.16% of 390,000 active | AID 504648; note: potency is the fitted concentration of half-maximal effect; % is set by controls: 0 for no effect and ±100 for the full control effect
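A549 ARE_Fluc cells in 5% FBS OPTI-MEM were exposed to compounds in concentration-response for 18-24 h at 37 deg C. Viability was read by CellTiter-Fluor fluorescence (Ex 405/Em 525) after 30 min, before the luciferase read.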
HepG2 tox = HepG2 cytotoxicity, counter-screen for TGF-b inhibitors; 0.76% of 410,000 active; Potency, µM (doses to about 46.1 µM), without a hit: at the top dose activity change, negative = cytotoxicity, most hits filed as cytotoxic; HepG2 CAGA-GFP viability, ATP luminescence, 18 h; note: potency is the fitted concentration of half-maximal effect; some results filed as inactive show a strong effect at the top dose
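HepG2 CAGA-GFP cells (1000/well, DMEM with 1% FBS) received compound, then TGF-beta at 500 pg/mL final, and were incubated 18 hours at 37 degrees C. Viability was read by CellTiter-Glo luminescence. Media-only wells were set as complete cell-killing and DMSO as no toxicity.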
Nrf2 ARE act = activates Nrf2 signaling | AREc32 ARE-luciferase reporter (MCF7-derived line), luminescence, 24 h | Potency, µM (top dose mostly 46.1 µM), for inactives: top-dose activation, actives largely listed as activators | 0.31% of 410,000 active | AID 624171; note: potency is the fitted concentration of half-maximal effect; % of control where 0% means no effect; nearly all actives have a fitted effect of over 65% in size
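For detection, Steady-Glo was added and plates sat 30 min at RT; before that, AREc32_Fluc cells grown overnight in OPTI-MEM/5% FBS had been treated with 23 nL compound for 24 hr at 37 deg C.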
ATXN2 expr inh = ATXN2 expression inhibition | 0.72% of 360,000 active | HEK-293 ATXN2-luciferase reporter, luminescence, 24 h | Potency, µM (titrated, usually from 57 µM), for the others: at the highest dose activity change, negative = inhibition, usual class: inhibitors; note: potency is the fitted concentration of half-maximal effect; % is set by controls: 0 for no effect and ±100 for the full control effect; nearly all actives have a fitted effect of over 55% in size
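ATXN2-luciferase reporter cells (luciferase flanked by upstream and downstream ATXN2 gene portions) were treated 24 h at 37 °C with compounds at up to 57 uM. SteadyGlo luminescence gave expression; GF-AFC fluorescence gave viability.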
IL-1B inflam inh = inhibitors of inflammasome signaling (IL-1 beta secretion) | 4.7% of 360,000 active | AID 743279 | THP-1 LPS/ATP IL-1B secretion, AlphaLISA, 16 h; stronger effect = lower value | activity change, % at 57.5 µM; in the data active = activity change below about -50%; inconclusive = mostly about -30% to -49%; note: % is set by controls: 0 for no effect and ±100 for the full control effect
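THP-1 cells pretreated 1 hr with compounds (up to 57.5 uM final), then stimulated with LPS (250 ng/mL final) plus ATP (1.25 mM final); secreted IL-1B measured by AlphaLISA after 16 hr, decreased signal indicating inhibition.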
MCF10A rereplic = induces DNA re-replication in MCF 10a normal breast cells; AID 624296; MCF 10A DNA re-replication, Hoechst nuclear intensity, 48 h; 2.9% of 350,000 active; Potency, µM (top dose mostly 46.1 µM), for inactives: at the top dose activity, positive = re-replication, hits mostly activators; note: potency is the fitted concentration of half-maximal effect; % of control where 0% means no effect; nearly all actives have a fitted effect of over 50% in size
ATXN viability = reduces viability in counter-screen for ATXN expression inhibitors | S2 cells (HEK-293 line with an ATXN2-luciferase reporter) viability, CellTiter-Fluor protease fluorescence, 24 h | Potency, µM (top dose mostly 56.7 µM), hits mostly cytotoxic | 0.49% of 400,000 active; note: potency is the fitted concentration of half-maximal effect; nearly all actives have a fitted effect of over 40% in size
TGFb inhibitor = inhibitors of TGF-b signaling; HepG2 CAGA-GFP TGF-b/SMAD3 reporter, GFP fluorescence, 18 h; TGF-beta stimulated, 500 pg/mL final; 1.2% of 410,000 active; Potency, µM (titrated, usually from 46.1 µM), inactives show at the top dose activity, negative = inhibition, actives largely listed as inhibitors; note: potency is the fitted concentration of half-maximal effect; % is set by controls: 0 for no effect and ±100 for the full control effect; nearly all actives have a fitted effect of over 65% in size
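HEPG2 CAGA-GFP reporter cells (1000/well, DMEM with 1% FBS) received compounds, then recombinant TGF-beta at 500 pg/mL final for 18 hours at 37 degrees C. Per-cell GFP summed per well was normalised to unstimulated and stimulated DMSO controls before curve fitting.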
Nrf2 block = Nrf2 pathway inhibition; A549 ARE-Fluc reporter, luciferase luminescence, 18-24 h; Potency, µM (top dose mostly 46 µM), without a hit: at the highest dose activity change, negative = inhibition, hits mostly inhibitors; 2.1% of 360,000 active; note: potency is the fitted concentration of half-maximal effect; % is set by controls: 0 for no effect and ±100 for the full control effect; nearly all actives have a fitted effect of over 60% in size
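Two sequential reads on A549 ARE_Fluc cells exposed to compound for 18-24 h: a CellTiter-Fluor fluorescence read for viability, then a luciferase luminescence read for Nrf2/ARE activity.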
An asterisk follows results filed as active; i = inactive; u = inconclusive; x = not tested or not shown; [ ] = another dose, or the depositor's remark. Unless noted, calls come from the whole dose curve; as a rule, active = well fitted curve in the direction sought with a large enough effect; inconclusive = small, poorly fitted or top-dose-only effect, or another doubt; inactive = no such curve, though single readings can be large; an effect the other way counts as inactive or inconclusive.

no.	canonical_smiles	A549 viability	HepG2 tox	Nrf2 ARE act	ATXN2 expr inh	IL-1B inflam inh	MCF10A rereplic	ATXN viability	TGFb inhibitor	Nrf2 block
1	CC(C)=CC(=O)Nc1c(C)cc(C)cc1Cl	0.6%	1.0%	-0.7%	15.7%	23.0	7.7%	i	-7.4%	-7.1%
2	CC(C)COc1ccc(C(=O)NCC2OCCc3ccccc32)cc1 (stereo not given)	0.5%	-2.2%	3.5%	10.6%	x	x	u	-2.8%	-6.5%
3	Cc1cccc(NC(=O)c2oc3c(c2C)-c2[nH]ncc2CC3)c1C	u	-33.3%	0.6%	x	x	x	x	u	u
4	CCCCN1C=C(C(=O)OCC)C(=O)CC1	0.9%	6.2%	0.4%	-1.8%	60.1	-4.3%	i	33.1%[activator]	3.0%
5	COc1ccccc1CN1CC(C(=O)NC2CCCCC2)CC1=O (stereo not given)	-7.9%	-0.7%	0.0%	5.2%	10.5	-0.2%	i	25.6%	10.3%
6	CN(C)C(=O)c1ccc(-n2nc(C(F)(F)F)c3c2CCCC3)cc1	4.9%	-0.8%	-0.1%	-3.5%	-16.0	23.0%	i	15.8%	-9.8%
7	COc1ccc(Cl)cc1NC(=O)N(C)Cc1c(C)nn(C)c1C	11.2%	0.5%	0.0%	3.7%	7.5	1.9%	i	-7.1%	4.8%
8	COc1ccc(C(=O)/C=C/Nc2ccc(S(=O)(=O)Nc3cccc(C(C)=O)c3)cc2)cc1	-8.9%	5.1%	3.3%	-19.9%	-8.2	11.4%	i	u	u
9	Cc1c(C(=O)N2CCCCC2)c(S(=O)(=O)N2CCN(c3ccc(F)cc3)CC2)c(C)n1C	-8.9%	-17.5%	0.4%	-5.4%	0.0	u	i	-5.2%	u
10	COc1ccc(-c2noc(=O)n2Cc2ccc(C#N)cc2)cc1	1.4%	0.2%	0.0%	-15.8%	-5.3	3.5%	i	-9.4%	-5.8%
11	Fc1ccc(OCc2nn[nH]n2)c(F)c1	-3.3%	16.9%	-0.1%	x	-10.7	3.9%	i	3.2%	-15.9%
12	COc1ccc(-c2cn3nc(N4CCC(C(=O)NCc5cccc(Cl)c5)CC4)sc3n2)cc1	0.4%	-3.2%	5.5%	x	x	x	x	0.0%	u
13	O=C(CNCC1CCCO1)Nc1ccc([N+](=O)[O-])cc1C(=O)Nc1ccccc1F (stereo not given)	-0.3%	-11.4%	2.7%	-9.0%	0.0	0.5%	i	-10.4%	-18.5%
14	Cc1ccc(/C(N)=N/OC(=O)N2CCOCC2)cc1	u	-2.0%	6.9%	6.7%	-17.2	0.3%	i	0.9%	12.8%
15	CC(=O)c1sc(NC(=O)c2cc3c(C)nn(-c4ccccc4)c3s2)nc1C	-6.7%	-15.8%	0.4%	-16.4%	-16.5	7.6%	i	-10.7%	-25.4%
16	O=C(c1cc2ccccc2cc1O)N1CCCC(C(F)(F)F)C1 (stereo not given)	9.7%	-3.1%	0.0%	4.9%	-1.6	u	i	-8.5%	7.6%
17	CCN(C[C@H]1N[C@@](Cc2ccccc2)(C(=O)OC)[C@H]2C(=O)N(C)C(=O)[C@@H]12)C(=O)Nc1ccc(C(F)(F)F)cc1	-13.8%	-0.4%	0.2%	-3.8%	-1.2	-4.2%	i	-21.7%	-7.5%
18	COc1ccc(C(=O)Nc2ccc(S(=O)(=O)N(C)c3ccccc3)cc2)cc1	-4.6%	13.9%	4.7%	-1.2%	-64.7*	15.6%	i	u	20.6µM*
19	C#CCSc1nnc(C)c(C)n1	9.5%	-1.0%	0.2%	8.5%	4.4	-7.2%	i	u	20.8%
20	Cc1ccc(S(=O)(=O)N2CCCC(C(=O)NCc3cccnc3)C2)cc1Cl (stereo not given)	-5.3%	8.2%	-0.4%	-1.8%	38.3	-3.5%	i	1.6%	-23.6%

More results follow.
no.	canonical_smiles	A549 viability	HepG2 tox	Nrf2 ARE act	ATXN2 expr inh	IL-1B inflam inh	MCF10A rereplic	ATXN viability	TGFb inhibitor	Nrf2 block
21	COc1ccc(N2C(=O)c3ccccc3NC2c2ccc(OC)c(COc3ccccc3F)c2)cc1 (stereo not given)	0.4%	-28.1%	x	x	x	x	x	-0.5%	u
22	Cc1onc(-c2ccccc2Cl)c1C(=O)OCC(=O)Nc1cccc(S(=O)(=O)N2CCOCC2)c1	-7.3%	5.3%	0.2%	-20.3%	-6.5	-9.7%	i	-4.5%	18.4µM*
23	Cc1cccc(N2CCN(C(=O)C3CCN(c4nnc(-n5cccc5)s4)CC3)CC2C)c1 (stereo not given)	2.9%	-33.1%	-0.7%	u	12.2	17.1%	u	-9.2%	-27.0%
24	COc1ccc(CNC(=O)Nc2ccc3c(c2)c(=O)n(C)n3Cc2cc(C)cc(C)c2)cc1	x	-10.7%	-1.6%	-1.8%	12.4	x	i	24.4%	x
25	Cc1nn(CCc2nn[nH]n2)c2nc(-c3ccc(C4CCCCC4)cc3)cc(C(F)(F)F)c12	u	-9.2%	-0.6%	-16.2%	-104.8*	11.6µM*	i	u	u
26	CN(C)C(=O)CCC(=O)N1CCCCC1C(=O)Nc1ccc(Oc2ccccc2F)cc1 (stereo not given)	0.0%	-4.0%	0.0%	-23.7%	5.1	-0.1%	i	6.8%	-2.8%
27	OCCCNc1ncnc2oc(-c3ccccc3)c(-c3ccccc3)c12	-0.2%	-74.5%	-0.4%	u	-24.3	u	i	u	-18.0%
28	N#Cc1nc(COc2ccccc2)oc1N1CCC(Cc2ccccc2)CC1	12.9%	-4.8%	-0.5%	-0.1%	-54.7*	-0.5%	i	-5.5%	-0.2%
29	CCC(=O)Nc1nc2ccccc2n1Cc1ccccc1Cl	u	-36.8%	-0.6%	x	0.0	u	u	u	u
30	COc1ccc(/C=N/Nc2nc(-c3cccnc3)nc3ccccc23)cc1OC	1.6%	-11.9%	2.9%	-26.5%	-51.7*	22.7%	i	-7.1%	13.5%
31	CC(C)CC(C(=O)NCC1CCN(Cc2ccc(F)cc2)CC1)N1Cc2ccccc2C1=O (stereo not given)	-20.0%	-24.3%	2.9%	x	x	x	x	5.2%	u
32	Nc1cc(N)cc(C(=O)c2ccccc2)c1	x	-20.9%	6.8%	3.5%	0.0	x	i	-11.1%	x
33	Cc1cccc(NS(=O)(=O)c2ccc(C(=O)NCC(c3ccco3)N3CCCCC3)cc2)c1C (stereo not given)	-26.4%	-1.2%	7.5%	-14.3%	u	u	i	-16.0%	20.6µM*
34	COc1cc(/C=C(\NC(C)=O)C(=O)NC(C)(C)C)ccc1OC(C)=O	-6.6%	11.4%	-0.5%	-1.8%	7.7	-11.0%	i	-2.4%	-6.1%
35	O=C(Cc1ccccc1[N+](=O)[O-])NC1CC1	-0.3%	2.9%	-0.5%	-10.6%	0.0	-6.0%	i	-18.0%	8.0%
36	COc1ccc(N(C)C(=O)Cc2c(C(=O)O)[nH]c3ccccc23)c(OC)c1	5.7%	0.9%	-0.2%	-24.7%	23.7	u	i	-7.8%	-3.2%
37	COc1ccc(CN(C)C(=O)c2cccc(S(=O)(=O)N3CCN(c4ccccc4)CC3)c2)c(OC)c1OC	-19.9%	-19.9%	1.9%	-21.2%	-12.6	u	i	u	10.3µM*
38	COc1ccc2c(c1OC)C(=O)N1C(C(=O)O)Cc3c([nH]c4ccccc34)C21 (stereo not given)	-6.3%	-23.9%	11.2%	21.4%	4.5	15.5%	i	-0.5%	u
39	CCC1CN(C(=O)Nc2cccc(C)c2)c2cc(C)ccc2O1 (stereo not given)	8.1%	-10.2%	-0.2%	3.0%	-0.4	1.2%	i	-2.4%	u
40	Cc1[nH]c(=O)[nH]c(=O)c1S(=O)(=O)N1c2ccc(F)cc2CCC1C (stereo not given)	0.3%	-1.6%	0.0%	3.2%	25.0	13.5%	i	0.8%	-13.5%

Next compounds:
no.	canonical_smiles	A549 viability	HepG2 tox	Nrf2 ARE act	ATXN2 expr inh	IL-1B inflam inh	MCF10A rereplic	ATXN viability	TGFb inhibitor	Nrf2 block
41	Cc1ccc(C2=NN=C(NC(=O)C(F)(F)F)SC2)cc1	-6.5%	-2.8%	4.6%	9.7%	-81.9*	1.7%	i	0.0%	17.9%
42	CC(=O)Nc1cc(-c2ccc(C(=O)N3CCOCC3)cc2)cn2c(-c3ccc(F)c(Cl)c3)cnc12	x	-17.2%	4.7%	-28.0%	u	x	u	-2.8%	x
43	NS(=O)(=O)c1ccc(CCNC(=O)CCNC(=O)c2ccco2)cc1	-12.7%	-5.0%	0.1%	15.3%	23.5	-0.9%	i	-2.5%	2.3%
44	Cc1ccc2c(SCC(=O)NCc3ccco3)nc(-c3ccc(F)cc3)nc2c1	-11.6%[1.84 µM]	-13.6%	0.5%	u	6.2	u	u	-24.6%	-24.6%
45	Brc1ccccc1CN1CCC(Cc2ccccc2)CC1	1.3%	0.3%	-0.9%	-20.5%	4.7	2.4%	i	-27.0%	-4.7%

From PubChem BioAssay
